# High-throughput results (PubChem BioAssay)
# Rac1 wt modul: wildtype Rac1 GTP binding modulators, primary screen, biochemical, GST-Rac1 beads, flow cytometry, multiplex. Ras-related C3 botulinum toxin substrate 1 (Homo sapiens), P63000. fluorescent GTP binding; actives lie on both sides; 0 = cold GTP competed, 100 = untreated. GTP binding activity (% of control), % at 10 µM. actives 0.27% (n = 190,000);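 active means GTP binding activity at least 20 points away from the 100% control level, either lower or higher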
# HRas wt GTP: modulators of GTP binding to HRas wildtype, primary screen, biochemical, bead-based flow cytometry, multiplex; GTPase HRas (Homo sapiens), P01112; GST-Ras wt beads, Bodipy-FL-GTP binding; actives lie on both sides; GTP binding activity, % at 10 µM; actives 0.14% (n = 190,000); AID 759, 2007;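 active means GTP binding activity at least 20% away from the 100% baseline, either lowered as inhibitor or raised as activator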;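 further: 0% = unlabeled GTP competition control and 100% = no-compound control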
# Rab2A wt mod: modulators of GTP binding to Rab2A wildtype, primary screen, biochemical, dog, bead-based flow cytometry, multiplex; AID 760, 2007; Ras-related protein Rab-2A (Canis lupus familiaris), P61105; actives 0.19% (n = 190,000); GST-Rab2 wt beads, Bodipy-GTP binding; GTP binding activity, % at 10 µM;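 active means GTP binding activity at least 20 points away from 100%, either lowered or raised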;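 further: 0% = beads with excess unlabeled GTP and 100% = no-compound control corrected for plate trend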
# Cdc42 wt: modulators of GTP binding to wildtype Cdc42, primary screen, biochemical, multiplex bead flow cytometry, Bodipy-GTP | Cell division control protein 42 homolog (Homo sapiens), P60953 | GST-Cdc42 beads; actives lie on both sides | percent activity (GTP binding), % at 10 µM | actives 0.2% (n = 190,000) | AID 761, 2007;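 active means percent activity GTP binding at least 20 points away from the 100% baseline, either down as inhibitor or up as activator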;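 further: median bead fluorescence of bound Bodipy-FL-GTP at 100 nM; 0% = excess unlabeled GTP control and 100% = no compound control; below 100% means less GTP binding so inhibitor and above means activator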
# Mcl1 Bid PPI: Mcl-1/Bid binding inhibitors, primary screen, biochemical, TR-FRET, 1536-well; TR-FRET Mcl-1/Bid-Dy647 peptide binding; actives 0.97% (n = 220,000); inhibition, % at 21.7 µM; AID 1021, 2008; Induced myeloid leukemia cell differentiation protein Mcl-1 (Homo sapiens), Q07820;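 active means compounds that cut the binding signal by more than half at the single screening dose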;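 further: His-tagged Mcl-1 with europium anti-His antibody binding Bid BH3 peptide; 0% = Mcl-1 plus peptide wells and 100% = peptide-only wells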
# Target sequence (Q07820 whole entry, looked up): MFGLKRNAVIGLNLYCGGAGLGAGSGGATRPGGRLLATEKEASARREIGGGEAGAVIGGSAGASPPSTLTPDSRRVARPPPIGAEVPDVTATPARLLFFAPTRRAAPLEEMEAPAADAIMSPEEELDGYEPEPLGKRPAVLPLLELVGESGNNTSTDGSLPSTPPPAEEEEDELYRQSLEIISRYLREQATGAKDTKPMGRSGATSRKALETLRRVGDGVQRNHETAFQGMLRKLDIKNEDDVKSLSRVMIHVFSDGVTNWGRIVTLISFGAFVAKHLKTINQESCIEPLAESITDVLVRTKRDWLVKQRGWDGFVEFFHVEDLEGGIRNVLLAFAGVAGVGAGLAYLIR
# RGS8-Gao reg: RGS8-Galphao binding modulators, primary screen, biochemical, multiplexed bead flow cytometry; Guanine nucleotide-binding protein G(o) subunit alpha (Homo sapiens), P09471; actives lie on both sides; response (percent of control binding), % at 10 µM; actives 0.34% (n = 220,000); in the data active means response below about 60% or above about 140%; inactive means in between;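 further: Galphao activated as the GDP aluminium fluoride complex binding bead-coupled RGS8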
# Target sequence (P09471 whole entry, looked up): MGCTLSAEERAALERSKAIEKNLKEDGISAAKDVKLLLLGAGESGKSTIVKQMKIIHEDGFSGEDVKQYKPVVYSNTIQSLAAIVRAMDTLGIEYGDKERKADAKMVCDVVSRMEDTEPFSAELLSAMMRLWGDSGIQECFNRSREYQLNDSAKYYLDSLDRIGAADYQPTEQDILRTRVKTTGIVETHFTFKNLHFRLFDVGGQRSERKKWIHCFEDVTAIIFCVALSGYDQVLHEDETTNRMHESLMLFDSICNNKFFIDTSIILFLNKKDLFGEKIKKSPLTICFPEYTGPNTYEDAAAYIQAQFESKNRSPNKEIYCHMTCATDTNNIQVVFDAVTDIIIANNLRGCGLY
# Rab7 wt modul: modulators of GTP binding to Rab7, primary screen, biochemical, wildtype, multiplex bead flow cytometry | GST-Rab7 beads, fluorescent GTP binding; actives lie on both sides; untreated = 100%, excess cold GTP = 0% | GTP binding activity (percent of control), % at 10 µM | actives 0.055% (n = 190,000);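 active means fluorescent GTP binding to Rab7 beads changed by at least 20 points from the 100% baseline, either direction, mostly lower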;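 further: median green fluorescence of bound Bodipy-FL-GTP per Rab7 bead population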
# Mcl-1 Bim block: inhibitors of Bim peptide binding to Mcl-1, primary screen, biochemical, bead-based flow cytometry, multiplex; AID 1009, 2008; actives 0.1% (n = 190,000); Induced myeloid leukemia cell differentiation protein Mcl-1 (Homo sapiens), Q07820; Bim peptide-Mcl-1 binding; inhibition, % at 10 µM; in the data active means inhibition above about 40%;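 further: 0% = no compound tracer wells and 100% = peptide blocker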
# Pf gametocyte: late stage P. falciparum gametocyte viability inhibitors, primary screen, ATP luminescence, HTS | inhibition, % at 10.9 µM | actives 0.065% (n = 150,000) | P. falciparum stage V gametocytes, 24 h;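 active means inhibition above the mean plus 3 SD of compounds within the control limits, set per campaign, cut at about 38% in these data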;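 further: 0% = DMSO wells and 100% = medium only without gametocytes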
# Rac1 mut GTP: GTP binding modulators of activated mutant Rac1, primary screen, biochemical, bead-based flow cytometry, multiplex, fluorescent GTP | GST-Rac1 activated beads; actives lie on both sides; 100% means binding = to untreated wells | Ras-related C3 botulinum toxin substrate 1 (Homo sapiens), P63000 | actives 0.11% (n = 190,000) | AID 764, 2007 | percent activity (GTP binding), % at 10 µM;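 active means GTP binding at least 20 percentage points away from the 100% baseline, in either direction, so actives lie on both sides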
# Mcl1-Noxa inh: Mcl-1/Noxa binding inhibitors, primary screen, biochemical, TR-FRET, 1536-well. Induced myeloid leukemia cell differentiation protein Mcl-1 (Homo sapiens), Q07820. TR-FRET Mcl-1/Noxa peptide binding, 2 h. inhibition, % at 21.7 µM. actives 1.5% (n = 220,000). AID 1022, 2008;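 active means compounds that cut the protein-peptide binding signal by more than 50% relative to plate controls in a single-dose test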;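 further: His-tagged Mcl-1 with rhodamine Noxa BH3 peptide and terbium anti-His antibody; 0% = Mcl-1 plus Noxa peptide wells and 100% = peptide-only wells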
# The depositor's hits bear a star; . = not tested or not shown. These rows are one share of the data; the hit share may differ from the screen's.
item | structure | Rac1 wt modul | HRas wt GTP | Rab2A wt mod | Cdc42 wt | Mcl1 Bid PPI | RGS8-Gao reg
1 | CCN(CC)S(=O)(=O)c1ccc(NN=C(C#N)C#N)cc1 | 97 | 94 | 95 | 96 | -20 | 87
2 | CCN(CC)CCCNC(=O)c1c(O)c2ccccc2n(Cc2ccccc2)c1=O | 99 | 97 | 97 | 96 | 13 | 102
3 | Fc1ccc2c(c1)nnn2C1CCN(Cc2c(Cl)cccc2Cl)CC1 | 106 | 100 | 100 | 103 | -8 | 101
4 | O=C1NC(=S)N(c2ccc(F)cc2)C(=O)/C1=C\c1ccoc1 | 88 | 89 | 89 | 87 | 37 | 84
5 | COc1cc(/C=N/NC(=O)Cn2c([N+](=O)[O-])cnc2C)ccc1OC(=O)N(C)C | 102 | 103 | 101 | 104 | -8 | 102
6 | COc1cc2c(cc1OC)C(C(=O)NCCC(C)C)C1CCCCN1C2=O (stereo not drawn) | 102 | 101 | 99 | 102 | -1 | 102
7 | COc1ccc(OC)c(C2=NOC(C(=O)N3CCC4(CC3)OCCO4)C2)c1 (stereo not drawn) | 100 | 101 | 102 | 102 | -12 | 102
8 | CC(=O)N1CN2CN(C(C)=O)CC(C(=O)c3ccc(Br)cc3)(C2)C1 | 103 | 103 | 103 | 105 | 0 | 98
9 | O=c1[nH]c(O)c(N=Nc2cccc(S(=O)(=O)N3CCOCC3)c2)c(=O)[nH]1 | 103 | 100 | 100 | 99 | -16 | 98
10 | CN1/C(=C\C=C2C(=O)NC(=S)NC2=O)C(C)(C)c2ccccc21 | 98 | 95 | 97 | 98 | 82* | 101
11 | CCOC(=O)N1CCC(NC(=O)CCc2nc(C3=CCN(C)CC3)no2)CC1 | 96 | 95 | 94 | 94 | -9 | 101
12 | Cn1c(O)c(C(=O)c2ccccc2F)c(=O)n(C)c1=O | 99 | 101 | 98 | 101 | 9 | 101

item | Rab7 wt modul | Mcl-1 Bim block | Pf gametocyte | Rac1 mut GTP | Mcl1-Noxa inh
1 | 99 | 30 | . | 95 | 30
2 | 98 | -5 | -36 | 97 | -10
3 | 96 | -5 | -5 | 102 | 4
4 | 92 | 0 | . | 88 | 79*
5 | 102 | 2 | -16 | 101 | -1
6 | 96 | -3 | . | 99 | -11
7 | 99 | -2 | -29 | 98 | 3
8 | 99 | -3 | . | 100 | 6
9 | 101 | -2 | 17 | 96 | 14
10 | 99 | -3 | -18 | 94 | -35
11 | 95 | 2 | . | 94 | 6
12 | 98 | -4 | 8 | 97 | 38

# Of the compounds above, these contain an aryl methoxy group.
item | structure | Rac1 wt modul | HRas wt GTP | Rab2A wt mod | Cdc42 wt | Mcl1 Bid PPI | RGS8-Gao reg
5 | COc1cc(/C=N/NC(=O)Cn2c([N+](=O)[O-])cnc2C)ccc1OC(=O)N(C)C | 102 | 103 | 101 | 104 | -8 | 102
6 | COc1cc2c(cc1OC)C(C(=O)NCCC(C)C)C1CCCCN1C2=O (stereo not drawn) | 102 | 101 | 99 | 102 | -1 | 102
7 | COc1ccc(OC)c(C2=NOC(C(=O)N3CCC4(CC3)OCCO4)C2)c1 (stereo not drawn) | 100 | 101 | 102 | 102 | -12 | 102

item | Rab7 wt modul | Mcl-1 Bim block | Pf gametocyte | Rac1 mut GTP | Mcl1-Noxa inh
5 | 102 | 2 | -16 | 101 | -1
6 | 96 | -3 | . | 99 | -11
7 | 99 | -2 | -29 | 98 | 3

# (continued)
item | structure | Rac1 wt modul | HRas wt GTP | Rab2A wt mod | Cdc42 wt | Mcl1 Bid PPI | RGS8-Gao reg
13 | CCn1c(O)c(/C=N/N2CCOCC2)c(=O)n(CC)c1=S | 105 | 102 | 100 | 104 | -28 | 75
14 | CC12CN3CC(C)(CN(C1)C3c1cccs1)C2O (stereo not drawn) | 106 | 102 | 102 | 103 | -6 | 105
15 | COc1ccc(CCNCc2ccccc2F)cc1OC | 108 | 102 | 97 | 101 | 23 | 104
16 | N=Cc1c(O)n(-c2ccc(C34CC5CC(CC(C5)C3)C4)cc2)c(=O)[nH]c1=O | 101 | 101 | 99 | 98 | -29 | 93
17 | O=c1[nH]c(N2CCN(Cc3ccc4c(c3)OCO4)CC2)nc2c1CCC2 | 99 | 98 | 97 | 100 | -14 | 100
18 | Cc1nc2nc(SCC(=O)N3CCC4(CC3)OCCO4)nn2c(C)c1Cc1ccccc1 | 92 | 90 | 88 | 88 | 17 | 108
19 | COP(=O)(OC)/C(C=O)=N/Nc1ccc([N+](=O)[O-])cc1 | 94 | 95 | 94 | 95 | -31 | 96
20 | CCOC(=O)c1sc(/N=C/c2c(O)n(-c3cccc(C)c3)c(=O)[nH]c2=O)c(C#N)c1C | 97 | 94 | 93 | 96 | -14 | 102
21 | CN1CCN(c2ncnc(Cl)c2N)CC1 | 107 | 99 | 98 | 96 | -46 | 105
22 | COc1ccc(CCn2c(O)c(C=NCCN3CCCCC3)c(=O)[nH]c2=O)cc1OC | 106 | 101 | 103 | 102 | 2 | 108
23 | CC(=O)Nc1ccccc1C(=O)OCC(=O)c1ccc2ccccc2c1 | 102 | 104 | 105 | 105 | -5 | 105
24 | CCc1ccc(CN2CCN(Cc3ccc(SC)cc3)CC2)cc1 | 97 | 95 | 97 | 97 | 24 | 105

item | Rab7 wt modul | Mcl-1 Bim block | Pf gametocyte | Rac1 mut GTP | Mcl1-Noxa inh
13 | 98 | . | -11 | 98 | 11
14 | 101 | 0 | -1 | 103 | 3
15 | 99 | 1 | . | 100 | 15
16 | 98 | -2 | . | 100 | -6
17 | 96 | -2 | . | 98 | 0
18 | 91 | 0 | . | 89 | 13
19 | 104 | -6 | 0 | 94 | 17
20 | 93 | -3 | . | 93 | 16
21 | 102 | 0 | 14 | 96 | 24
22 | 104 | -2 | 10 | 100 | 5
23 | 99 | 0 | -6 | 102 | 4
24 | 94 | -6 | -13 | 94 | 36

# Full records from above.
# COP(=O)(OC)/C(C=O)=N/Nc1ccc([N+](=O)[O-])cc1 is entered as Rac1 wt modul = 94; HRas wt GTP = 95; Rab2A wt mod = 94; Cdc42 wt = 95; Mcl1 Bid PPI = -31; RGS8-Gao reg = 96; Rab7 wt modul = 104; Mcl-1 Bim block = -6; Pf gametocyte = 0; Rac1 mut GTP = 94; Mcl1-Noxa inh = 17
# COc1ccc(CCNCc2ccccc2F)cc1OC is entered as Rac1 wt modul = 108; HRas wt GTP = 102; Rab2A wt mod = 97; Cdc42 wt = 101; Mcl1 Bid PPI = 23; RGS8-Gao reg = 104; Rab7 wt modul = 99; Mcl-1 Bim block = 1; Pf gametocyte = .; Rac1 mut GTP = 100; Mcl1-Noxa inh = 15
